Compound activity: PubChem, Small Molecule Screening Facility, UW Madison
RMI-FANCM inh = disruptors of RMI1/RMI2 association with MM2 peptide – biochemical, fluorescence polarization, human, primary screen. RMI core complex (RMI1/RMI2) binding to FANCM MM2 peptide, human. RMI core complex with F-MM2 peptide; hits give low values. FP signal (polarization) at 33 µM. 0.58% of 70,000 active; in the data active = FP signal below about 40; note: inactives centre near 61; strong numbers were not always called active; unit not given here
* marks the source's active call; other numbers are inactive results; & = joins results of further samples.

Start of the data: the first 5 entries (preview)
SMILES	RMI-FANCM inh
Cc1c(S(=O)(=O)N2CCN(C(c3ccccc3)c3ccccc3)CC2)c(=O)n(C)c(=O)n1C	47
Nc1nc(-c2csc3ccccc23)cs1	52
CC(C)N(C(=O)Cn1c(COc2ccc(Cl)cc2Cl)nc2ccccc21)c1ccccc1	63
O=C(CC1CCCCN1S(=O)(=O)c1ccc(F)cc1)NCCc1ccccc1 (stereo not drawn)	68
O=S(=O)(c1c(Cl)cccc1Cl)N1CCCCCC1	65

Main list, from the start:
SMILES	RMI-FANCM inh
Cc1c(S(=O)(=O)N2CCN(C(c3ccccc3)c3ccccc3)CC2)c(=O)n(C)c(=O)n1C	47
Nc1nc(-c2csc3ccccc23)cs1	52
CC(C)N(C(=O)Cn1c(COc2ccc(Cl)cc2Cl)nc2ccccc21)c1ccccc1	63
O=C(CC1CCCCN1S(=O)(=O)c1ccc(F)cc1)NCCc1ccccc1 (stereo not drawn)	68
O=S(=O)(c1c(Cl)cccc1Cl)N1CCCCCC1	65
Nc1nc(C23CC4CC(CC(C4)C2)C3)[nH]c(=O)n1	54
CS(=O)(=O)Nc1ccc(/C(N)=N\OC(=O)c2ccccc2Cl)cc1	44&59
CC1(C)OC(=O)NC1=O	66&66
O=c1[nH]cnc2c1ncn2COCCO	66
CCOC(=O)c1nnc2cc(-c3cccs3)sc2n1	56&56
Cc1cccc(NC(=O)Cc2cn(C)c3ccccc23)c1C	67
CCOc1nc(N)c(C#N)c(-c2cccc(OC)c2OC)c1C#N	56

Three consecutive compounds from above, quoted:
SMILES	RMI-FANCM inh
Nc1nc(C23CC4CC(CC(C4)C2)C3)[nH]c(=O)n1	54
CS(=O)(=O)Nc1ccc(/C(N)=N\OC(=O)c2ccccc2Cl)cc1	44&59
CC1(C)OC(=O)NC1=O	66&66

Next part
SMILES	RMI-FANCM inh
Cc1ccccc1Cn1cnc2c(cnn2CCNC(=O)COc2ccc(F)cc2)c1=O	62
Cc1ccccc1-n1ncc2c(C(C)C)n[nH]c(=O)c21	66
CC(C)(C)OC(=O)N1CSC[C@H]1C(=O)O	64
O=C(Oc1ccccc1)c1cccnc1Oc1ccccc1	50
COc1ccc(NC(=O)CSc2nc3c(c(-c4ccc(OC)cc4)c2C#N)C(=O)CC(C)(C)C3)cc1	64
COC(=O)c1cc2c(s1)-c1ccc(OC)cc1CC2	52
O=C(Cn1nnc(N2CCOCC2)n1)N/N=C\c1ccc(-c2cccc([N+](=O)[O-])c2)o1	53
O=S(=O)(Nc1nccs1)c1ccc(N=Cc2cc(Br)ccc2O)cc1	51
COc1ccc(-c2ccnc(-c3cccs3)n2)cc1	66
CCOC(=O)N1CCN(C(=O)c2cc3cc(OC)ccc3oc2=O)CC1	58
Cc1nc2sc(C)c(C)n2c(=O)c1NC(=O)c1ccncc1	63
O=C(NC(=O)c1ccc(OCC(F)(F)F)nc1)NN1CCOCC1	54
CCC(=O)N1CCc2ccc(NC(=O)COC)cc2C1	66
Cc1cc(S(=O)(=O)NCC(c2ccsc2)N2CCc3ccccc3C2)ccc1F (stereo not drawn)	84
O=S(=O)(c1ccccc1)C(Br)(Br)S(=O)(=O)c1ccccc1	61
Cc1cc2c(cc1[N+](=O)[O-])OCCO2	58
Cn1cc(C(=O)N2CCOCC2)cc(NC(=O)c2cc(Cl)ccc2Cl)c1=O	57
O=[N+]([O-])c1ccc(C=Nc2ccc3c(c2)OCCO3)s1	49
CCOc1ncnc2ccccc12	57
COc1ccc(-n2c(=O)cc(N3CCCC3)[nH]c2=O)cc1	63
C=CCn1c(=NC(=O)c2ccc(S(=O)(=O)N(CCC#N)CCC#N)cc2)sc2cc(Br)ccc21	95
O=C(NCCc1c[nH]c2ccccc12)C1CCN(c2ccc(-c3ccccc3)nn2)CC1	75
CN1CCN(C(CNC(=O)C(=O)NCc2ccco2)c2ccc(N(C)C)cc2)CC1 (stereo not drawn)	55
CC(=O)c1ccc(NC(=O)CSc2ncc(-c3ccc(C)c(C)c3)o2)cc1	119
COc1ccc(C(=O)NNc2c([N+](=O)[O-])cc(C(F)(F)F)cc2[N+](=O)[O-])cc1	55
Cc1cc(C(=O)Nc2nnc(-c3cc(Cl)sc3Cl)o2)c(C)o1	66
Cc1ccc(S(=O)(=O)CCN(Cc2cccnc2)C(=O)c2ccccc2)cc1	54
Cc1cccc(NC(=O)Nc2nc(C(=O)NCc3ccc4c(c3)OCO4)cs2)c1	69
COc1cccc(N/C=C(\C#N)C(=O)N2CCOCC2)c1	60
CCOc1ccc(-c2c(C)sc(=Nc3ccccc3)n2CCOC(=O)c2ccccc2)cc1	57
COc1ccc(-c2[nH]ncc2C=O)cc1OC	59
COc1cc2c(cc1OC)C(COc1ccc3c(C)cc(=O)oc3c1)N(C(=O)CC1CCCCC1)CC2 (stereo not drawn)	58
O=C(NCCCn1nc(-c2ccc(Cl)cc2)ccc1=O)c1ccco1	67
CCOc1ccc(NC(=O)CSc2nc(-c3cccc([N+](=O)[O-])c3)cs2)cc1	86
COc1ccc(OC)c(S(=O)(=O)Nc2cc(Sc3ccccc3)c(O)c3ccccc23)c1	61
CCCCCCC[N+](CC)(CC)CCCCc1ccc(Cl)cc1	71
OC(CN1CCOCC1)c1ccccc1 (stereo not drawn)	55
COc1ccc(F)cc1S(=O)(=O)n1ccnc1	63
COc1ccc(-c2nc(SC(CC(=O)NCCc3ccccc3)c3cccs3)n[nH]2)cc1 (stereo not drawn)	53
CS(=O)(=O)c1ccccc1-c1nnc(NC(=O)c2ccc(S(=O)(=O)N3CCOCC3)cc2)o1	55
COc1ccccc1-c1nnc(NC(=O)c2cccc(N3C(=O)CCC3=O)c2)o1	59
Cc1ccc(Cl)c2sc(NC(=O)C3=COCCO3)nc12	81
CCOC(=O)c1ccc(Nc2c(C#N)cnc3ccc(Cl)cc23)cc1	86
Cc1ccc(S(=O)(=O)NCCOc2ccccc2)s1	56
CCOC(=O)NN(C(=O)OCC)C1=CC(c2ccccc2)Oc2ccccc21 (stereo not drawn)	62
Cc1ccc(S(=O)(=O)Nc2ccc([N+](=O)[O-])cc2NS(=O)(=O)c2ccc(C)cc2)cc1	57
O=C(c1ccccc1[N+](=O)[O-])N1CCN(c2ccc(N3CCCCCC3)nn2)CC1	61
O=C(NN1CCOCC1)c1ccc(Cl)s1	54
O=C1CSC(CC(=O)Nc2ccc(Cl)cc2)=N1	56
Cc1cc(NC(=O)CSc2n[nH]c(=O)n2-c2ccc3c(c2)OCCO3)n(-c2ccccc2)n1	60&60
FC(F)(F)COc1cc(-c2n[nH]c(=S)n2Cc2ccco2)cc(OCC(F)(F)F)n1	58
Cc1ccccc1C(=O)NC(CCC(=O)NNC(=O)c1ccc(F)cc1)C(=O)NNC(=O)c1ccc(F)cc1 (stereo not drawn)	60
CSC(=NC(C)(C)C)Nc1ccccc1Cl	65
COC(=O)c1ccccc1S(=O)(=O)NC(=O)Nc1nc(C)c2c(n1)CCSC2	53
Cc1cccc(S(=O)(=O)Nc2ccc3c(c2)N(C(=O)c2cccs2)CC3)c1	72
CCCC(CCC)C(=O)N1CCN(c2ccc(-c3cccnc3)nn2)CC1	60
CCc1ccc(S(=O)(=O)NCC(c2cccs2)N2CCOCC2)s1 (stereo not drawn)	53
O=C(CSc1n[nH]c(=O)c2cc(-c3ccco3)nn12)NC1CCCCC1	66
O=C(O)/C=C/c1ccc(S(=O)(=O)N2CCN(CCN3C(=O)C4C5C=CC(C5)C4C3=O)CC2)cc1 (stereo not drawn)	58
COc1ccc2nc(-c3cccc(NC(=O)Nc4ccccc4OC)c3)cn2n1	65

The listing continues:
SMILES	RMI-FANCM inh
CCOCCOC(=O)c1ccc(NC(=O)C(C)(C)C)cc1	64
CCOC(=O)c1c(N)sc(C)c1-c1ccc(Cl)cc1	70
COc1ccc(S(=O)(=O)Nc2ccc3c(c2)N(S(=O)(=O)c2ccccc2)CCC3)cc1F	73
CCOC(=O)CCNC(=O)NCC1CC(=O)N(c2ccc(F)cc2)C1 (stereo not drawn)	53
Cc1cc(=O)c2c(O)c(C)c(O)cc2o1	60
Cc1ccc(C)c(NC(=O)Cn2nc(-c3ccccc3)c3sc(N4CCOCC4)nc3c2=O)c1	65
CCn1c(=S)[nH]c2ccccc2c1=O	64
CCOC(=O)c1ccccc1NC(=O)CSc1nc(=O)[nH]c(C)c1C(=O)OCC	54
CNc1nn(CC(=O)Nc2ccc(C)c(Cl)c2)c(N)c1-c1nc(-c2ccccc2C)no1	104
CCNC(=O)Cn1c(CO)cnc1SCc1cc(OC)cc(OC)c1	59
Cn1c(SCC(=O)N2CCCc3ccccc32)nc2c(-c3ccccc3)c[nH]c2c1=O	90
CC(C)(C)NC(=O)C(=O)NCCN1CCN(c2ccccc2)CC1	64
Cc1ccc(-n2nnnc2CNC(=O)C(=O)c2c(C)[nH]c3ccccc23)cc1C	60
CS(=O)(=O)N1CCCCC1C(=O)N1CCN(c2nc3ccc(F)cc3s2)CC1 (stereo not drawn)	65
O=C(Cn1cc(-c2nnc(-c3ccco3)o2)c2ccccc21)NCCc1ccccc1	112
Cc1cc(C(=O)NNC(=O)c2ccco2)nn1C(C)(C)C	62
CCc1ccc(S(=O)(=O)NCCn2ncccc2=O)s1	64
O=c1[nH]nc(-c2ccccc2)c2sc(N3CCCC3)nc12	69
CCCCOc1ccc(C(=O)Nc2nnc(-c3ccc(F)cc3)s2)cc1	73
CCCCCOc1ccc(C(=O)N2CCNC(=O)C2C)cc1 (stereo not drawn)	70
CNC(=S)NNc1nc(N2CCOCC2)nc(N2CCOCC2)n1	77
O=C(Cn1cnc2c(sc3ccccc32)c1=O)NCc1ccc(Cl)cc1	143
COc1cc(/C=N\NC(=S)NC2CC3CC2C2C=CCC32)ccc1O (stereo not drawn)	55&53
C/C(=N/NC(=O)c1cc(C23CC4CC(CC(C4)C2)C3)[nH]n1)c1ccc(Cl)cc1	70
COc1ccccc1-c1ccc(N2CCN(S(=O)(=O)CCc3ccccc3)CC2)nn1	151
Cc1ccc(C)c(-n2nnnc2SCC(=O)Nc2nccs2)c1	77
CCOC(=O)C/C(C)=N\Nc1ccc([N+](=O)[O-])cc1	54
COc1ccc(-c2ccc(=O)n(CCNC(=O)Nc3cccc(C(F)(F)F)c3)n2)cc1	65
C=CCN1C(=O)C(C)(C)COc2cc(NC(=O)c3ccccc3C(F)(F)F)ccc21	57
CC(C)C(=O)Nc1ccc(SCCN(C(C)C)C(C)C)nn1	69
O=C(Cn1c(-c2ccccn2)nc2ccccc21)NCc1ccco1	60
O=C(Nc1ccccc1)Nc1nc(CCC(=O)N2CCN(c3ncccn3)CC2)cs1	65
O=S(=O)(NCc1ccco1)N1CCCCC1	63
Cc1nn(C2CCS(=O)(=O)C2)c2nc(-c3cccs3)cc(C(=O)NC3CC3)c12 (stereo not drawn)	68
COC(=O)c1c(NC(=O)c2ccc(S(C)(=O)=O)cc2)sc2c1CCCC2	71
CC(C)c1nnc(NC(=O)c2ccc3ccccc3c2)s1	60
Cc1cc(NC(=O)Cc2cccs2)n(-c2nc3c(cnn3-c3ccc(F)cc3)c(=O)[nH]2)n1	64
O=C(CCCS(=O)(=O)c1ccc(F)cc1)Nc1nnc(Cc2ccc(Cl)s2)o1	70
Cc1csc2nc(CNS(=O)(=O)c3cccnc3)cn12	60
CC1(C)COc2ccc(NC(=O)COc3ccc4ccccc4c3)cc2NC1=O	72
Cc1cc(/C=N\NS(=O)(=O)c2ccc(F)c(Cl)c2)no1	60
O=C(CCCS(=O)(=O)c1ccc(F)cc1)Nc1ncnc2sccc12	54
O=C(NCCCn1ncccc1=O)c1ccc2c(c1)OCO2	68
COc1cccc2c1c(NC(=O)c1nccnc1C(=O)O)nn2C	57
CNC(=O)Cc1ccc(-n2c(=O)c3ccccc3n(CC(=O)Nc3ccc(C)c(C)c3)c2=O)cc1	102
Cc1cc(C)n(CC(C)C(=O)Nc2cc(Cl)ccc2C)n1 (stereo not drawn)	64
COc1ccc(-n2nnc3c(SCC(=O)NCc4ccco4)ncnc32)cc1	59
CCCN(CCC)S(=O)(=O)c1ccc(Cl)c([N+](=O)[O-])c1	57
Cc1cc(C)n(CCNS(=O)(=O)c2ccc(C)c(C)c2)n1	62
CC1CCc2oc3c(cc(NS(=O)(=O)c4ccc(Br)cc4)c4ccccc43)c2C1 (stereo not drawn)	35
CCN(CC)CCSc1nc(N)c(NC(=O)c2cccc([N+](=O)[O-])c2C)c(=O)[nH]1	56
Cc1noc(C)c1S(=O)(=O)N1CCN(Cc2nc(-c3ccco3)cs2)CC1	60
Cn1nc2c(c1NC(=O)c1ccc(Cc3ccccc3)cc1)CCC2	60
O=C(c1ccc(Br)cc1)N1CCN(c2ccc(N3CCCCC3)nn2)CC1	56
Cc1cc(C)[nH]c(=S)n1	55&59
CCOC(=O)c1c(NC(=S)Nc2ccccc2)sc2c1C(C(=O)OCC)CC2 (stereo not drawn)	71
O=c1[nH]cnc2c1nnn2Cc1ccc(Cl)cc1	52
O=C(Nc1cccc(Cl)c1)O/N=C1\CCCc2occc21	51

These rows are one share of the data, so the mix of outcomes need not match the whole.
